D3 ag: qHTS of D3 Dopamine Receptor Agonist: qHTS; D3R DiscoveRx beta-arrestin cells, luminescence, 90 min; 410,000 tested, 0.58% active; D(3) dopamine receptor (Homo sapiens), P35462; max activation, %; AID 652048, 2013; in the data active = max activation above about 30%; note: 0% is about no effect; mostly tested at two doses, the higher about 12 µM
Target sequence (P35462 whole entry, looked up): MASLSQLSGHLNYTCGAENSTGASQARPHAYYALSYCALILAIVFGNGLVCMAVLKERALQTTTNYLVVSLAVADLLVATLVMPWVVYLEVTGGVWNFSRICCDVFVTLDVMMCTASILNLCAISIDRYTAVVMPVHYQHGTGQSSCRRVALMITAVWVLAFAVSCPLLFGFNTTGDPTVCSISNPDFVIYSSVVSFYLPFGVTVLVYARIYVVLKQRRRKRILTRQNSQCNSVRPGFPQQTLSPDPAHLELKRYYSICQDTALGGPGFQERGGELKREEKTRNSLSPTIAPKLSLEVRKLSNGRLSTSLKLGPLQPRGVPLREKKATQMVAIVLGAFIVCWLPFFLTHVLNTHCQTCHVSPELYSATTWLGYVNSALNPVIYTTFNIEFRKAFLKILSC
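Agonist mode: compounds and dopamine controls were applied to plated cells for 90 min at 37 degrees C after an overnight attachment at 1500 cells/well. Luminescent read-out followed 30 - 60 minutes at room temperature with DiscoveRx detection reagent.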
HT1080 IDH1KD tx: qHTS for induction of synthetic lethality in tumor cells producing 2HG: qHTS for the HT-1080-IDH1KD cell line; HT-1080 IDH1 knockdown viability, ATP luminescence, 48 h; Potency, µM (series often up to 46.1 µM), for the others: at the highest dose activity, negative = toxicity, actives largely listed as cytotoxic; 360,000 tested, 2% active; AID 686971, 2013;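 note: potency is the fitted concentration of half-maximal effect; 0% = DMSO wells and -100% = cell-free medium wells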
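IDH1KD HT-1080 cells, 750/well, RPMI + 5% FBS; compound pinned after 2 h settling; 48 h, 37 °C; CellTiter-Glo luminescence; % activity normalised to DMSO and no-cell wells; curves fitted, classed by r2 and efficacy.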
KB-3-1 tox: qHTS assay for MDR1-selective chemotherapeutics: Primary screen using the parental adenocarcinoma cell KB-3-1. KB-3-1 viability, CellTiter-Glo ATP luminescence, 72 h. Potency, µM (series often up to 46.1 µM), inactives show top-dose activity change, negative = cytotoxic, hits mostly cytotoxic. AID 1347075, 2019. 400,000 tested, 1.4% active; note: potency is the fitted concentration of half-maximal effect; % is set by controls: 0 for no effect and ±100 for the full control effect; nearly all actives have a fitted effect of over 60% in size
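Here the drug-naive KB-3-1 line serves as comparator for MDR sub-line selectivity; cells received compound titrations, 72 h at 37 °C, then CellTiter-Glo readout.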
SW480 rereplic: A quantitative high throughput screen for small molecules that induce DNA re-replication in SW480 colon adenocarcinoma cells; SW480 DNA re-replication, Hoechst DNA content imaging, 48 h; Potency, µM (doses to about 46.1 µM), for inactives: at the highest dose re-replication activation, most hits filed as activators; 340,000 tested, 1.8% active; AID 624297, 2012; note: potency is the fitted concentration of half-maximal effect; % of control where 0% means no effect; nearly all actives have a fitted effect of over 55% in size
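Image-based DNA-content assay: after two days of treatment, nuclei were labelled with the DNA dye Hoechst and imaged, and hits were compounds raising the count of nuclei showing high fluorescence intensity.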
KB-V1 MDR tox: qHTS assay for MDR1-selective chemotherapeutics: Primary screen using the drug-selected MDR subline cells KB-V1 | 400,000 tested, 3.4% active | KB-V1 MDR cells viability, CellTiter-Glo, 72 h | AID 1347076, 2019 | Potency, µM (highest dose often 46.1 µM), inactives show at the top dose activity change, negative = cytotoxicity, actives largely listed as cytotoxic; note: potency is the fitted concentration of half-maximal effect; % is set by controls: 0 for no effect and ±100 for the full control effect; nearly all actives have a fitted effect of over 60% in size
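Following 72 h at 37 degrees C with compound, KB-V1 cell viability was read by CellTiter-Glo luminescence, medium being phenol-red-free DMEM plus 10% FBS; concentration-response parameters came from normalized, curve-fitted qHTS data.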
HT1080-NT tox: qHTS for induction of synthetic lethality in tumor cells producing 2HG: qHTS for the HT-1080-NT fibrosarcoma cell line; Potency, µM (top dose mostly 46.1 µM), without a hit: at the top dose activity, negative = less viability, usual class: cytotoxic; HT-1080-NT fibrosarcoma viability, CellTiter-Glo ATP luminescence, 48 h; 360,000 tested, 1.6% active;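 note: NT is the 2HG producing partner of a matched IDH1 knockdown line; potency is the fitted concentration of half-maximal effect; 0% = DMSO-treated cells and -100% = media-only wells without cells; nearly all actives have a fitted effect of over 55% in size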
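Compounds were tested in concentration-response format on HT-1080-NT cells for 48 hours at 37 degrees C. Cell viability came from CellTiter-Glo luminescence; curves were classified by r2, response magnitude and activity.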
IL-1B inflam inh: qHTS for Inhibitors of Inflammasome Signaling: IL-1-beta AlphaLISA Primary Screen | activity change, % at 57.5 µM | THP-1 LPS/ATP IL-1B secretion, AlphaLISA, 16 h; stronger effect = lower value | 360,000 tested, 4.7% active | AID 743279, 2014; in the data active = activity change below about -50%; inconclusive = mostly about -30% to -49%; note: % is set by controls: 0 for no effect and ±100 for the full control effect
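Secreted IL-1B measured by AlphaLISA bead assay after 16 h compound exposure of THP-1 cells; compounds (final up to 57.5 uM) added 1 h before LPS (250 ng/mL) and ATP (1.25 mM) stimulation; lower signal means less secretion.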
HEK293 tox: qHTS of GLP-1 Receptor Inverse Agonists: Cytotox Screen; HEK293 cAMP-luciferase reporter cells, luminescence, 24 h; Potency, µM (top dose mostly 38.3 µM), for inactives: top-dose activity change, negative = inhibition, actives largely listed as inhibitors; 410,000 tested, 0.13% active; AID 624418, 2012;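 note: loss of luciferase light is scored as toxicity; potency is the fitted concentration of half-maximal effect; % is set by controls: 0 for no effect and ±100 for the full control effect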
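Luminescence readout: signal drop marks cytotoxicity. Plated cells grew 12 h at 37 °C, 5% CO2, received 23 nL compound for 24 h, then got luciferase reagent, read after 12 min at RT.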
MCF10A rerep: A quantitative high throughput screen for small molecules that induce DNA re-replication in MCF 10a normal breast cells. MCF 10A DNA re-replication, Hoechst nuclear intensity, 48 h. AID 624296, 2012. Potency, µM (highest dose often 46.1 µM), for the others: at the top dose activity, positive = re-replication, actives largely listed as activators. 350,000 tested, 2.9% active; note: potency is the fitted concentration of half-maximal effect; % of control where 0% means no effect; nearly all actives have a fitted effect of over 50% in size
* marks the source's active call; other numbers are inactive results; ? = inconclusive; . = not tested or not shown; & = joins results of further samples; [ ] = remark or other dose. Unless noted, calls come from the whole dose curve; as a rule, active = well fitted curve in the direction sought with a large enough effect; inconclusive = small, poorly fitted or top-dose-only effect, or another doubt; inactive = no such curve, though single readings can be large; an effect the other way counts as inactive or inconclusive.

SMILES	D3 ag	HT1080 IDH1KD tx	KB-3-1 tox	SW480 rereplic	KB-V1 MDR tox	HT1080-NT tox	IL-1B inflam inh	HEK293 tox	MCF10A rerep
CCCn1c(C)cc(/C=C(\C#N)C(=O)OCC(=O)Nc2cccc(OC)c2)c1C	-2	-16%	10%	?	-2%	-17%	-2	-2%	17%
CCC1CCCCN1CCn1c(=S)[nH]c2cc(OC)c(OC)cc2c1=O (stereo not drawn)	-3	1%	11%	-6%	?	2%	-11	?	19%
CC(C)CN(C(=O)CSc1ccc2c(c1)OCCO2)c1c(N)n(CC(C)C)c(=O)[nH]c1=O	5	0%	-2%	0%	16%	2%	4	-5%	3%
COC(=O)c1c(C(=O)OC)c(-c2ccc(OC)cc2)n2c1CS(=O)C2 (stereo not drawn)	4	8%	0%	6%	13%	19%	-6	1%	0%
COc1cccc(CN2CC(C(=O)N(C)Cc3ccc(C)cc3)CCC2=O)c1 (stereo not drawn)	1	0%	15%	-10%	3%	-2%	-4	-7%	-2%
CCC(C)NC(=O)CSc1nc2ccccc2c(=O)n1CCCN1CCCCC1 (stereo not drawn)	-4	7%	12%	-21%	0%	-4%	-15	-12%	1%
Cc1cc(NC(=O)CN(C)S(=O)(=O)c2ccc3c(c2)CCCC(=O)N3)ccc1Br	5	.	?	.	16µM*	.	.	-7%	.
CC1CCN(C(=O)CSc2nc3c(cnn3-c3ccc(Cl)cc3)c(=O)[nH]2)CC1	2	-4%	15%	0%	?	0%	9	2%	3%
COc1ccc(C)cc1NC(=O)CN1c2cccc3cccc(c23)S1(=O)=O	-2	-7%	-2%	4%	-16%	-2%	-2	5%	?
CC[C@@]12C(=O)N(c3cccc(Br)c3)C(=O)N1[C@H](c1cccc(C)c1)[C@@H]1C(=O)N(Cc3ccccc3)C(=O)[C@@H]12	-8	-6%	6%	3%	27%	-4%	-6	7%	?
O=S(=O)(CC(O)COc1ccccc1Cl)c1ccccc1 (stereo not drawn)	7	0%[9.24 µM]	6%	-5%	-25%	-5%	-1	-8%	-2%
Cc1ccc(S(=O)(=O)NCCC(=O)NC(C)c2ccccc2)cc1 (stereo not drawn)	5	4%	19%	-14%	27%	2%	-6	2%	1%
COCCNC(=O)c1ccccc1-c1ccccc1C(=O)O	-4	-1%	-11%	-1%	25%	-3%	7	22%	-4%
COc1ccccc1NC(=O)N1CCC(C(=O)c2ccc(Cl)cc2)CC1	-12	0%	3%	?	-6%	13%	-4	-1%	?
Cc1cc(C(=O)CNCc2ccco2)c(C)n1-c1ccc(F)cc1	-15	-5%	-15%	-6%	-12%	-1%	-21	2%	?
Cc1ccc2c(Cl)c(C(=O)NCc3cccnc3)sc2c1	0	1%	-2%	1%	15µM*	-2%	-21	0%	11%
O=C(N/N=C/c1c(F)c(F)c(F)c(F)c1F)c1ccc(Cn2cc(Br)cn2)o1	-5	-1%	-9%	-700%[inhibitor]	-9%	3%	-98*	2%	?
CS/C(=C\[N+](=O)[O-])Nc1ccc(C)cc1	-1	-2%	-10%	-9%	3%	-12%	-131*	?	21%
O=C(Nc1nnc(SCC(=O)N2CCCCC2)s1)C1CCCCC1	0	-4%	-2%	-7%	-24%	1%	24	22%	0%
O=C(C[C@@H]1C/C=C\CCC(=O)OC[C@@H]2CCCN2C1=O)N[C@H](CO)Cc1ccccc1	3	2%	0%	-3%	1%	3%	15	20%	-21%
O=C(NC1=NCCS1)c1cccc2ccccc12	-3	0%	-4%	2%	-3%	-8%	-11	4%	-2%
CCC(=O)Nc1ccc2nc(SCCOc3ccc(C)cc3)sc2c1	-7	.	1%	.	3%	.	.	4%	.
CCOC(=O)c1ccc(NC(=S)N2CCC(O)CC2)cc1	-2	3%	-3%	-7%	-7%	1%	-15	9%	-3%
C=CCNC(=S)NNC(=O)c1cc(O)ccc1O	28	12%	-12%	23%	6%	25%	3	75%[activator]	12%
CC(C)=CC(O)C/C(C)=C/COc1ccc2ccc(=O)oc2c1 (stereo not drawn)	1	?	5.8µM*	6%	13µM*	23µM*	?	?	?

Gathered by group: the compounds so far containing fluorine (2)
SMILES	D3 ag	HT1080 IDH1KD tx	KB-3-1 tox	SW480 rereplic	KB-V1 MDR tox	HT1080-NT tox	IL-1B inflam inh	HEK293 tox	MCF10A rerep
Cc1cc(C(=O)CNCc2ccco2)c(C)n1-c1ccc(F)cc1	-15	-5%	-15%	-6%	-12%	-1%	-21	2%	?
O=C(N/N=C/c1c(F)c(F)c(F)c(F)c1F)c1ccc(Cn2cc(Br)cn2)o1	-5	-1%	-9%	-700%[inhibitor]	-9%	3%	-98*	2%	?

Carrying on:
SMILES	D3 ag	HT1080 IDH1KD tx	KB-3-1 tox	SW480 rereplic	KB-V1 MDR tox	HT1080-NT tox	IL-1B inflam inh	HEK293 tox	MCF10A rerep
CCNC(=S)/N=C(/Nc1ccc(OC)cc1)Nc1nc(C)cc(C)n1	-11	16%	20%	-21%	-1%	20%	26	2%	5%
COc1cc(OC)cc(C(=O)N2CCN(S(=O)(=O)c3ccc4c(c3)OCCO4)CC2)c1	1	1%	-1%	.	4%	3%	-12	-17%	.
O=C(c1ccc(Cl)cc1)N1CCN=C1c1ccccc1	-17	2%	6%	3%	-5%	-8%	12	12%	2%
CCN(CC)CCn1c(-c2ccccc2)nc(=S)c2c1CC(C)(C)OC2	2	-2%	-5%	9%	0%	-6%	-3	-14%	?
Cc1cc(C)c(S(=O)(=O)NCCc2cc3c(C)ccc(C)c3[nH]c2=O)c(C)c1	-12	.	-2%	.	9%	.	.	2%	.
CCCNC(=O)c1ccc(SC)cc1OC	-2	0%	1%	-1%	-8%	-3%	-8	10%	1%
COc1cccc(N=C(N)N)c1	-5	19%	12%	0%	0%	21%	4	7%	-10%
COc1cc(OC)c(NC(=O)c2sc3ncn(CC(=O)N4CCOCC4)c(=O)c3c2C)cc1Cl	0	3%	-5%	-7%	10%	7%	-3	-2%	1%
C=Cc1ccc(Cn2c(=O)n(CC3CCC(C(=O)NC(C)C)CC3)c(=O)c3sccc32)cc1 (stereo not drawn)	-5	.	6%	.	-2%	.	.	6%	.
CNC(=S)N1CCC(c2nc3ccccc3s2)CC1	0	2%	-5%	-6%	0%	2%	-3	3%	7%
COCCOC(=O)C1=C(N)OC2=C(C(=O)CCC2)C1c1cccnc1 (stereo not drawn)	-7	1%	5%	0%	24%	7%	32	-5%	1%
COc1ccc(N2CC(C(=O)Nc3nnc(SCC(=O)NCc4ccco4)s3)CC2=O)cc1 (stereo not drawn)	-5	0%	-1%	-1%	2%	1%	9	-8%	5%
O=C(O)CSc1cc(C(=O)c2ccccc2O)cn2c(=O)c3c4c(sc3nc12)CCCC4	3	2%	-1%	-8%	13%	-5%	10	-19%	0%
COc1cc(/C=C2\SC(=S)N(NS(=O)(=O)c3ccccc3)C2=O)cc(OC)c1OC	6	-13%	4%	-9%	0%	-1%	8	?	?
CN1C(=O)c2ccc(C(=O)NCc3ccccc3)cc2C1=O	4	-4%	0%	-4%	-6%	0%	32	-27%	2%
Cc1ccccc1NC(=S)NCc1cccn1C	0	6%	10%	-7%	0%	3%	5	0%	5%
CCOC(=O)c1ccc(-n2c(C)nc3c(cnn3-c3ccc(Cl)cc3)c2=O)cc1	0&15	13%	2%&-7%	1%	0%&-7%	17%	38	6%&-10%	14%
CCOC(=O)[C@H]1[C@H]2COc3ccc(C)cc3[C@@H]2N2C(=O)CN(Cc3ccco3)C(=O)[C@@]12C	3	0%	-7%	-15%	30%	-2%	-2	-28%	24%
O=C(c1ccc(F)cc1)c1cn[nH]c1-c1ccccc1O	18	-2%	-2%	3%	-24%	0%	23	-9%	18%
COc1ccccc1CN(C)C(=O)CN1CCN(CC(=O)Nc2ccccc2Cl)CC1	4	12%	3%	-5%	17%	9%	-13	-21%	6%
Cc1cc(NC(=O)CSCC(=O)Nc2nc3ccccc3[nH]2)no1	20	7%	8%	-7%	-3%	10%	1	5%	10%
Cn1cc(/C=C(\C#N)C(=O)Nc2ncc(Cc3ccc(Cl)cc3)s2)c2ccccc21	1	-4%	?	?	?	-1%	-12	21%	?
COc1ccc(NC(=O)CN(C)C2CCCCC2)c([N+](=O)[O-])c1	3	24%	-3%	2%	-7%	15%	-4	-13%	?
Cc1ccc(S(=O)(=O)N2[C@@H](c3ccc(Cl)c(Cl)c3)C(C(=O)O)=C[C@H]2C(C)(C)C)cc1	7	-12%	0%	15%	0%	-5%	-9	-10%	17%
O=S(=O)(c1ccccc1)N1CCC(O)(CN2CCN(c3ccccc3)CC2)CC1	-2	5%	-3%	3%	8%	8%	30	-3%	2%
CN(C)c1ccc(C=NNC(=O)c2cccnc2)cc1	-11	12%	27%	-1%	0%	4%	0	-19%	3%
Cc1ccc(-n2c(C)cc(C(=O)COC(=O)c3ccc[nH]c3=O)c2C)cc1	-3	-2%	-10%	-59%[inhibitor]	18µM*	-3%	0	-10%	-2%
Cc1ccc(C2CC2C(=O)NNC(=S)Nc2cccc(Cl)c2)cc1 (stereo not drawn)	2	0%	-17%	-2%	-6%	0%	27	-27%	23%
O=c1ccc(OCCOc2ccccc2)nn1-c1ccccc1	-1	4%	1%	-1%	0%	13%	0	14%	11%

Source: PubChem BioAssay (National Center for Advancing Translational Sciences (NCATS))

Compounds were not picked by outcome; overall some 11% were active at least once.
